697 NFkB inh: lowers PMA/ionomycin-induced NF-kB signal in 697 B cells; inhibition, % at 4 µM; 697 B-cell NF-kB luciferase reporter, 16 h; hit rate 0.33% among 330,000; in the data active = inhibition above about 35%
CXCR6 block: CXCR6 (human) receptor inhibition | O00574 | CHO-K1 PathHunter CXCR6 beta-arrestin, luminescence | inhibition, % at 20 µM | hit rate 0.36% among 360,000 | AID 602244; in the data active = inhibition above about 34%, passing the limit was not always enough;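 note: antagonist mode with CXCL16 agonist at 10 nM final; 0% = 10 nM CXCL16 with DMSO and 100% = unstimulated wells without agonist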
EBI2 block: blocks human EBI2 receptor beta-arrestin signaling | EBI2 beta-arrestin recruitment, luminescence, 7a,25-OHC stimulated | inhibition, % at 5 µM | hit rate 0.81% among 360,000 | AID 651636; in the data active = inhibition above about 38%;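 note: enzyme fragment complementation signal reports receptor beta-arrestin coupling in cells; 0% = agonist plus DMSO wells and 100% = wells without agonist; some results beyond the cut were filed as inactive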
Gli-Sufu antag: antagonists of Gli-Sufu signaling; Sufu-KO-LIGHT fibroblasts, Gli luciferase reporter luminescence; inhibition, % at 5 µM; hit rate 0.74% among 340,000;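 active = inhibition above about 55%, limit read from the data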;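 note: 0% = DMSO-treated cells and 100% = wells with medium but no cells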
UPR XBP1 act: activators of adaptive arm of unfolded protein response (XBP1). AID 463104. activation, % at 20 µM. CHO-XBP1 luciferase reporter, IRE1-XBP1 UPR activation, luminescence; percent of tunicamycin response, DMSO as zero. hit rate 0.33% among 330,000;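 active = versus positive control, 20 µM dose yields 30% or more activation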;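 note: 100% = tunicamycin at 10 µg/mL and 0% = DMSO only wells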
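Material: CHO-XBP1 cells stably carrying IRE1-XBP1-driven luciferase reporter / Amount: 1000 cells per well / Compound: 20 µM, 1% DMSO / Times: 6 h treatment, 37 °C / Detection: luciferase luminescence / Measure: % activation of reporter signal versus tunicamycin and DMSO controls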
UPR CHOP act: activators of apoptotic arm of unfolded protein response (CHOP) | CHO-CHOP luciferase reporter, UPR activation, luminescence; percent of tunicamycin response over DMSO baseline | hit rate 0.34% among 330,000 | activation, % at 10 µM | AID 449763;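 active = at 10 µM dose, activation of 40% or more, normalized to positive control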;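 note: 100% = tunicamycin at 10 µg/mL and 0% = DMSO alone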
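System: CHO-CHOP luciferase reporter cell line | Buffer or medium: F12 medium containing 10% fetal bovine serum | Doses: One dose, 10 µM in 0.5% DMSO | Times: 6 h compound exposure at 37 °C after overnight seeding | Signal: Luciferase luminescence | Read-out: % activation vs tunicamycin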
CCR6 antag: CCR6 (human) receptor antagonism; AID 493098; hit rate 0.49% among 340,000; inhibition, % at 20 µM; CHO-K1 CCR6 PathHunter beta-arrestin, luminescence, CCL20-stimulated; P51684;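 active = compounds whose inhibition of the agonist-driven luminescence signal at 20 µM reaches about 50%, limit read from the data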;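 note: cells stimulated with CCL20 at 14 nM final; plate controls were DMSO with CCL20 for no effect and DMSO without agonist for full effect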
Jurkat NFkB inh: inhibitors of the PMA/ionomycin-induced NF-kB reporter in Jurkat cells; PMA/ionomycin-induced NF-kB luciferase reporter, luminescence; inhibition, % at 4 µM; hit rate 0.53% among 330,000; AID 435003; in the data active = inhibition above about 50%
Mdm2 MdmX PPI: human Mdm2/MdmX binding inhibition; O15151+Q00987; SaOS-2 split-luciferase Mdm2/MdmX complementation, luminescence; inhibition, % at 8 µM; hit rate 3% among 330,000;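 active = inhibition of at least 50% at 8 µM in the primary screen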
Target sequence (O15151 whole entry, looked up): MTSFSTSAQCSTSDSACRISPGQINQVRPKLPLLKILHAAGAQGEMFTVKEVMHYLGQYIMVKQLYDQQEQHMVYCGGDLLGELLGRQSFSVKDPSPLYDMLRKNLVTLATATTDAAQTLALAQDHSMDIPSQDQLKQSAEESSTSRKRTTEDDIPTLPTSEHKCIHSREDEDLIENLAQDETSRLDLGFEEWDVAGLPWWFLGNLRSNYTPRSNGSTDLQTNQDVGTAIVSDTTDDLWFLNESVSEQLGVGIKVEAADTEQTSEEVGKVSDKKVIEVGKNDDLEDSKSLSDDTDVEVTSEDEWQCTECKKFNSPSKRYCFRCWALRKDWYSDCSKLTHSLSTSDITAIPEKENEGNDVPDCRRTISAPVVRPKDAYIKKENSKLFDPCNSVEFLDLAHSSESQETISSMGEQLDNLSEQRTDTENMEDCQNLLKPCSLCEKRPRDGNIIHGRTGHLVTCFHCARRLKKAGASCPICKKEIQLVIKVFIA
Target sequence (Q00987 whole entry, looked up): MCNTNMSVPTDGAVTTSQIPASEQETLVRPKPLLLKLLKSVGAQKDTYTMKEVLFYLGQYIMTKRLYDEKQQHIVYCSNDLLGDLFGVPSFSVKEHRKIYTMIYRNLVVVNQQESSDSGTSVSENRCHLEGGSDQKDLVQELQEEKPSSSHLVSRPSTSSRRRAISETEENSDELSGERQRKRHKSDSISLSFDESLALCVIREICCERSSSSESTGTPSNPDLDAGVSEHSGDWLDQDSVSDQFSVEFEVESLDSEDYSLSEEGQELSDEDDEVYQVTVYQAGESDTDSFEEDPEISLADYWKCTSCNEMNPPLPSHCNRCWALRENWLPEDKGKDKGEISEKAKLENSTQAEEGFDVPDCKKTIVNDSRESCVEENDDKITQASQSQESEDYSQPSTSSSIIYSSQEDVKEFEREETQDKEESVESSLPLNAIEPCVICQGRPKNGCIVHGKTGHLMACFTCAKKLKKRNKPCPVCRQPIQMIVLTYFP
* marks the source's active call; other numbers are inactive results; . = not tested or not shown. An unsorted share of the library. About 5% of those tested had a hit in this group.

SMILES	697 NFkB inh	CXCR6 block	EBI2 block	Gli-Sufu antag	UPR XBP1 act	UPR CHOP act	CCR6 antag	Jurkat NFkB inh	Mdm2 MdmX PPI
O=C(/C=C/c1ccccc1)OCCCCN=C1NS(=O)(=O)c2ccccc21	5	-4	10	5	-3	0.7	4	-5	6
COc1cccc(CC(=O)OCC(=O)c2cc(OC)ccc2OC)c1	13	6	-3	-4	-1	-0.3	6	5	32
CC(=O)n1nc(-c2ccccc2)nc1NCc1cccs1	-9	-2	0	-22	0	3.9	7	-25	0
O=C(NCc1ccccc1)c1ccc2c(c1)C(=O)N(Cc1ccncc1)C2=O	7	1	3	26	-2	1.1	-7	9	2
C=CCc1cccc(/C=C/c2cc(=O)c3ccccc3[nH]2)c1O	-18	-9	-9	22	-1	0.1	2	-5	-21
Cc1c(NC(C)C)c(=O)n(-c2ccccc2)n1C	-6	4	6	-4	-7	-0.3	-4	-14	11
CC(C)Oc1ccc(C(=O)NC(=S)N2CCOCC2)cc1	-2	7	-10	-6	-2	0.1	11	-14	10
Cc1cc(NS(=O)(=O)c2ccc(NC(=O)/C=C/c3ccco3)cc2)nc(C)n1	21	0	-4	0	-2	0.7	17	3	22
Nc1nc(SCc2ccc(Cl)cc2)ns1	-5	-33	-8	6	6	1.6	-15	-16	-16
C(=N\Nc1ccccn1)/c1cccnc1	-7	2	2	-12	-1	3.6	-11	-17	7
O=C1c2ccccc2C(=O)N1CC(O)CNc1ccc(Br)cc1 (stereo unspecified)	0	-6	-12	27	-1	1.5	3	1	14
COCCn1c(C)cc(C(=O)COC(=O)c2cccnc2SC)c1C	-99	-3	-4	-53	-5	-1.0	21	-87	-11
Nc1nc(SCC(=O)C23CC4CC(CC(C4)C2)C3)n[nH]1	7	5	-1	1	-4	-2.6	0	-14	11
COc1ccc(S(=O)(=O)NCCC(=O)NCc2cccs2)cc1	8	-1	-10	3	-2	0.9	6	11	7
O=C(Nc1ccccc1C(F)(F)F)C1CCN(C(=O)Cc2ccccc2)CC1	-5	-4	-2	-9	-4	1.3	9	-24	12

The last five entries of the section before come first, to join the parts.
SMILES	697 NFkB inh	CXCR6 block	EBI2 block	Gli-Sufu antag	UPR XBP1 act	UPR CHOP act	CCR6 antag	Jurkat NFkB inh	Mdm2 MdmX PPI
O=C1c2ccccc2C(=O)N1CC(O)CNc1ccc(Br)cc1 (stereo unspecified)	0	-6	-12	27	-1	1.5	3	1	14
COCCn1c(C)cc(C(=O)COC(=O)c2cccnc2SC)c1C	-99	-3	-4	-53	-5	-1.0	21	-87	-11
Nc1nc(SCC(=O)C23CC4CC(CC(C4)C2)C3)n[nH]1	7	5	-1	1	-4	-2.6	0	-14	11
COc1ccc(S(=O)(=O)NCCC(=O)NCc2cccs2)cc1	8	-1	-10	3	-2	0.9	6	11	7
O=C(Nc1ccccc1C(F)(F)F)C1CCN(C(=O)Cc2ccccc2)CC1	-5	-4	-2	-9	-4	1.3	9	-24	12
O=C(COc1ncnc2ccccc12)Nc1ccc(Cl)c(S(=O)(=O)N2CCOCC2)c1	-2	5	0	3	-1	-0.3	7	9	15
Nc1nc(Nc2cccc(C(F)(F)F)c2)nc(C(F)(F)F)n1	-4	-3	-18	-2	34*	0.6	-8	4	16
N#Cc1ccc(S(=O)(=O)NC[C@H]2O[C@@H](n3cnc4c(N)ncnc43)[C@H](O)[C@@H]2O)cc1	25	-3	-6	6	0	2.0	34	.	35
Cc1c(C(=O)NC2CCCCC2)oc2ccc(F)cc12	-85	0	6	-52	1	7.3	6	-62	-85
CCn1c(SCC(=O)Nc2cc(C)on2)nc2sc3c(c2c1=O)CCCC3	-3	0	-6	-3	-3	-1.4	6	-7	76*
CCn1cc(S(=O)(=O)c2cccc(C)c2)c(=O)c2cc(F)c(N3CCN(C)CC3)cc21	-37	-3	4	0	-4	-1.0	10	-31	9
CCOC(=O)c1nnc(-c2ccc(C)cc2)nc1N1CCSCC1	-8	3	-6	-12	0	1.2	23	7	10
CN(C(=O)COC(=O)c1cnc(Cl)c(Cl)c1)C1CCCCC1	0	9	6	9	0	1.7	-8	-12	9
Cc1c(C)c(C)c(S(=O)(=O)Nc2ccc3[nH]c(=O)[nH]c3c2)c(C)c1C	-43	-17	-18	29	-1	0.0	-6	6	19
Cc1ccc(NC(=O)CN2C(=O)S/C(=C\c3cc(C)n(-c4cccc(C(=O)O)c4)c3C)C2=O)cc1	-1	6	-2	5	0	3.0	10	9	9
COc1ccc(NC(=O)COC(=O)[C@@H]2CCCN2S(=O)(=O)c2ccccc2F)c(OC)c1	32	4	-4	-8	0	2.2	3	2	0
Cc1ccc(-c2n[nH]c(=S)c3ccccc23)cc1S(=O)(=O)NCC1CCCO1 (stereo unspecified)	16	3	18	-4	-1	-0.7	18	7	-8
CCCCCCNc1c(C(=O)OCC)c(=O)[nH]c2ccccc12	-22	-9	5	-2	-2	1.1	16	-11	3
COC(=O)c1cc(Br)c(=O)n(CCc2ccc(F)cc2)c1	-1	4	-4	8	-1	0.2	-1	-5	19
CCOc1ccc(CN2CCCC(CO)(Cc3ccc(F)cc3)C2)cc1 (stereo unspecified)	-14	3	-5	25	-1	0.4	10	6	9
COC(=O)c1sc2ccccc2c1NC(=O)c1ccc(S(=O)(=O)N2CC(C)CC(C)C2)cc1 (stereo unspecified)	-1	4	-2	4	0	1.4	-3	16	40
O=C(CC1C(=O)NCCN1Cc1cccc(F)c1)NCCCCCN1CCOCC1 (stereo unspecified)	-5	0	-13	7	-4	-0.1	0	-19	26
CCC1(C(=O)OC)NC(c2ccco2)C2C(=O)N(c3ccccc3)C(=O)C21 (stereo unspecified)	-9	1	-2	-2	0	0.9	10	-18	-6
CCOCCCNCC(O)c1ccccc1 (stereo unspecified)	5	3	-11	6	-2	5.0	-5	4	7
Cc1ccc2[nH]c(=O)c(CN(Cc3ccccc3Cl)C(=O)N3CCOCC3)cc2c1	10	-2	-5	12	1	-0.4	21	4	26
Cn1nc(C(=O)Nc2c(-c3ccccc3)nc3sccn23)c2ccccc2c1=O	-17	4	-4	4	5	0.6	-2	3	17
Oc1ccc(-c2c(C3=CCCCC3)sc3ccccc23)cc1	.	-5	-9	12	.	.	4	.	.
COc1ccc(C(CNC(=O)CCNC(=O)c2ccccc2OC)N2CCCC2)cc1 (stereo unspecified)	17	-7	-2	5	-3	2.0	1	10	-4
Cc1nn(-c2ccccc2)c(Cl)c1/C=N/NC(=O)CCNc1n[nH]c(=O)[nH]c1=O	22	.	.	4	2	-0.6	5	2	-25
CCCN(Cc1nnc(-c2ccccc2Cl)o1)C(=O)COc1ccc(Cl)cc1	-14	-9	4	5	-1	-3.3	10	-9	25
O=C(Nc1ccc(OC(F)F)c(Cl)c1)c1cccc(OC(F)F)c1	-28	-5	3	-9	5	2.5	-6	-41	25
O=S(=O)(c1ccccc1)N(CC(O)COc1ccccc1)c1ccccc1 (stereo unspecified)	-9	0	3	11	0	0.6	17	2	-25
COCCNC(=S)N/N=C/c1ccccc1C(=O)O	14	-11	-1	1	-1	-0.1	3	10	6
COc1ccc(CCNC(=O)C2CCN(S(C)(=O)=O)CC2)cc1	18	-6	-5	0	-4	0.1	0	18	-15
Cc1c(C)c2ccc(OCC(=O)N3CCN(c4cccc(Cl)c4)CC3)cc2oc1=O	0	0	12	8	-5	-1.3	17	7	25
CCCNC(=O)N1CCC(c2nc3ccccc3s2)CC1	9	-7	3	-4	-5	0.8	3	14	-20
COc1ccc(S(=O)(=O)Nc2cccnc2)cc1OC	-2	2	-11	-7	-1	-1.6	8	-14	19
Cc1ccc(N2C(=O)c3n[nH]c(C)c3C2c2ccco2)cc1 (stereo unspecified)	-24	-1	-4	-39	-1	2.9	9	-9	12
Cc1ccc(CS(=O)Cc2ccc(C(=O)N3CCN(C4CCCCC4)CC3)o2)cc1 (stereo unspecified)	-33	4	2	13	-10	-1.8	4	-14	13
Cc1csc(NC(=O)CSc2nccn2C)n1	19	2	-10	-26	-6	5.1	-2	5	-8
Cc1nn(C)cc1CNCc1c(C(=O)N2CCCCC2)nc2c(C)cccn12	24	8	-3	-34	-3	0.6	6	5	13
C=CCNc1nc(-c2ccc3c(c2)OCCO3)cs1	-181	8	6	-101	-4	0.8	17	-152	-163
O=c1c2c3c(sc2nc(NCCO)n1-c1ccccc1)CCCC3	23	-3	1	19	-2	0.8	-8	17	38
Cc1c(C#N)c(N)c(C(=O)c2ccccc2)n1Cc1ccccc1	0	9	1	4	-2	1.7	20	-7	2
Cc1c(C(=O)N2CCOCC2)[nH]c2c1C(=O)CC(c1ccccc1Cl)C2 (stereo unspecified)	-57	-4	-12	41	5	-0.3	-2	52*	73*
O=C(COC(=O)c1n[nH]c(=O)c2ccccc12)c1ccc(Br)cc1	28	-2	-7	6	-2	1.3	9	15	20
Cn1c(=O)oc2cc(S(=O)(=O)N3CCC(C(=O)N4CCc5ccccc5C4)CC3)ccc21	0	-10	9	-1	-6	0.0	-2	14	17
O=C(CCCc1cccs1)Nc1nc(-c2ccc(F)cc2)cs1	-10	2	11	8	-1	-1.2	7	1	1
Cc1cc(NC(=O)CSc2nnc(-c3cccc(Cl)c3)o2)no1	-2	3	0	-11	-2	-1.9	4	13	38
CC1CCN(C(=O)CN2C(=O)NC3(CCC(C)CC3)C2=O)CC1 (stereo unspecified)	23	-3	-3	20	-1	-0.9	8	0	21
Cc1nn(C)c(C)c1NC(=S)Nc1ccc(S(=O)(=O)Nc2ncccn2)cc1	-63	5	0	-6	-2	2.4	-7	4	12
CCC(C)NC(=O)[C@@H]1CSC2c3ccccc3C(=O)N21 (stereo partly specified)	11	3	-4	2	1	4.3	9	-14	2
COc1ccc(CNC(=O)CCn2c(=O)oc3ccccc32)c(OC)c1	13	-3	-7	-2	0	-1.5	6	2	1
O=C(COC(=O)c1ccc(S(=O)(=O)Nc2ccccc2)cc1)NCCN1C(=O)CSC1=O	2	0	-9	8	-2	1.3	8	7	8
CCN(CC)CCCNC(=O)c1sc2nc(-c3ccc(F)cc3)cn2c1C	-23	-2	5	6	2	1.5	11	-17	26
CCOC(=O)C(=O)C1=C(N2CCOCC2)/C(=C\c2cccc([N+](=O)[O-])c2)CC1	4	3	-3	-2	-2	0.3	-5	-1	27
CCOCCOC(=O)c1ccc(-n2cnc(C)n2)nc1	-13	3	3	-3	1	0.7	-8	-15	19
Cc1ccc(CSc2nnc(C(F)(F)F)n2Cc2ccc(F)cc2)cc1	8	-4	19	-5	-1	1.9	12	-7	-9
O=C(CSc1ccccc1F)NC(=O)c1ccc(Cl)cc1	6	0	9	-2	-1	-0.1	5	3	7
CCCCC1S/C(=N/N=C/c2cccs2)NC1=O (stereo unspecified)	1	2	-8	-10	-2	0.3	-8	-1	7
COC(=O)[C@@]12CCCCN1[C@H](c1ccc(-c3ccc4c(c3)OCO4)cc1)[C@H]1C(=O)N(C)C(=O)[C@H]12	-4	2	24	15	-2	1.4	7	-1	48
CCN(CC)C(=O)CSC1=N/C(=C/c2ccco2)C(=O)N1c1ccc(OC)c(Cl)c1	-1	12	32	10	-2	-0.9	38	5	21
